WT yeast gro inh: growth inhibition of WT strain, primary screen, mitochondrial fusion inhibitor project, WT and mutant strains, chemical genetic; inhibition, % at 10 µM; AID 1362, 2008; 2.1% of 190,000 active; mitochondrial fusion phenotypic screen; in the data active = inhibition above about 58%; tested in S. cerevisiae
XIAP displacement: XIAP antagonists, biochemical, IAP family, fluorescence polarization (AID 1018) | 0.007% of 200,000 active | E3 ubiquitin-protein ligase XIAP (Homo sapiens) | displacement, % at 20 µM; hits with a dose series show IC50 in µM | XIAP BIR domain, fluorescence polarization peptide displacement; higher % means a stronger effect; in the data active = displacement above about 50%; also: a part of the inactive calls stands beside numbers as strong as those of hits
ER stress rescue: rescue of cells from ER stress-induced death, primary screen, 384-well, CSM14.1, thapsigargin, ATP luminescence (AID 1222) | 190,000 tested, under 10 active | CSM14.1 thapsigargin-induced death rescue, ATP luminescence; higher % means a stronger effect | cellular ATP content (survival), % at 20 µM; hits with a dose series show EC50 in µM;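 active = EC50 below 50 µM in the dose-response confirmation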;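 also: death triggered by thapsigargin at about 15 µM added after 2 h compound pretreatment; cell ATP read after overnight thapsigargin exposure of roughly 18 to 22 hours; normalized against plate controls of thapsigargin alone and 5% DMSO vehicle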
Dengue-2 NS5 capping: Dengue-2 NS5 methyltransferase inhibitors, primary screen, biochemical, confirmation dose response (AID 588689) | 0.3% of 340,000 active | inhibition, % at 25 µM, or IC50 in µM where a hit was titrated | Genome polyprotein (Dengue virus type 2 (strain 16681-PDK53)) | Dengue-2 NS5 methyltransferase capping enzyme assay, biochemical; higher % means a stronger effect; in the data active = a potency from the dose series
UTI89 phage lysis: inhibition of K1F phage lysis, E. coli UTI89, bacterial capsule biogenesis inhibitors, alamar blue (AID 488966) | inhibition, % at 100 µM, or IC50 in µM where a hit was titrated | 0.02% of 340,000 active | E. coli UTI89 K1F phage lysis, alamar blue, 2 h; higher % means a stronger effect;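 active = phage lysis inhibition, versus mean bacterial control, above a set limit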;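 also: capsule biogenesis inhibitors block K1F phage lysis so surviving cells raise fluorescence; higher fluorescence means more inhibition of phage lysis; actives were called in the ten point dose series up to 300 µM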
SV40 large T antigen: SV40 large T antigen inhibitors, biochemical (AID 1903) | SV40 large T antigen ATPase/helicase inhibition assay; higher % means a stronger effect | inhibition, % at 20 µM, or IC50 in µM where a hit was titrated | 0.39% of 310,000 active; in the data active = a potency from the dose series; also: strong numbers were not always called active
Yfh1-depleted yeast: enhancers of respiration in Yfh1-depleted yeast, dose response, Friedreich's ataxia, plus single-dose screen (AID 1465) | 0.074% of 220,000 active | fold induction at 50 µM, or EC50 in µM where a hit was titrated | S. cerevisiae Yfh1-off respiration, WST-1 reduction, 72 h; higher fold induction means a stronger effect;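 active = fold induction of absorbance versus untreated yeast above a set limit, then at least 30% activation at any dose in follow-up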;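 also: activators that raise dye reduction in frataxin-depleted yeast; strong numbers were not always called active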
West Nile virus CPE: West Nile virus antiviral activity, cell-based, CPE readout (AID 1621); West Nile virus-infected cells, CPE inhibition; higher % means a stronger effect; CPE inhibition, % at 10 µM, or IC50 in µM where a hit was titrated; 0.02% of 290,000 active; in the data active = a potency from the dose series; also: strong numbers were not always called active
RSV antiviral HEp-2: RSV antiviral activity via CPE protection, HEp-2 cells, primary 10 µM value included (AID 2391). HEp-2 cells, RSV-induced CPE inhibition; higher % means a stronger effect. CPE inhibition, % at 10 µM; hits with a dose series show IC50 in µM. 0.13% of 310,000 active; in the data active = a potency from the dose series; also: strong numbers were not always called active
WT yeast gro inh mutant strain: also measured in WT yeast gro inh; calls as there; inhibition, %; mitochondrial fusion phenotypic screen, mutant strain inhibition
* hit, by the source's call; i = inactive; x = no result given; [ ] = dose if it differs, or a comment.

Molecule | WT yeast gro inh | WT yeast gro inh mutant strain | XIAP displacement | ER stress rescue | Dengue-2 NS5 capping | UTI89 phage lysis | SV40 large T antigen | Yfh1-depleted yeast | West Nile virus CPE | RSV antiviral HEp-2
COCCN(CC(=O)NCc1ccc(F)cc1)C(=O)CCC(=O)Nc1ccccn1 | -4 | -11 | -7.1% | -0.9% | x | 0.5% | -3% | i | -0.2% | 0.7%
C=CCn1c(CCNC(=O)c2cccs2)nnc1SCC(=O)c1cccc([N+](=O)[O-])c1 | -11 | -17 | -5.0% | -1.9% | 0% | 2.0% | -2% | i | -0.6% | 1.2%
COCCn1c(SCCOc2ccccc2)nc2ccccc2c1=O | 27 | 20 | -2.6% | 5.2% | 4% | -0.1% | 10% | i | -0.8% | 21%
COc1ccc(NC(=O)CSc2n[nH]c(-c3ccco3)n2)cc1 | -2 | 5 | -4.6% | -0.9% | -9% | 0.1% | 16% | i | 0.9% | 2.4%
Cn1c(CCCOc2ccc(Cl)cc2Cl)nnc1SCC(=O)Nc1cccc(F)c1 | 7 | -4 | -1.0% | -1.4% | 1% | 1.3%[50 µM] | 8% | i | -0.1% | 3.1%
O=C(NCc1ccccn1)Nc1ccccc1Cl | x | x | x | x | 1% | 1.1%[50 µM] | 8% | x | 0.1% | 0.9%
N#Cc1c(-c2ccncc2)c2c([nH]c1=O)-c1ccccc1OC2 | x | x | x | x | x | x | 8% | i | 0.5% | 0.0%
CC(=O)c1cccc(N(CC(=O)N2CCCCC2)S(C)(=O)=O)c1 | -11 | -8 | -3.5% | 0.4% | -4% | 0.5% | 15% | i | -0.3% | -0.2%
COc1ccc(OC)c(CC(NC(C)=O)C(=O)NC2CCN(c3c(Cc4ccccc4)c(C)nc4ncnn34)CC2)c1 (stereo unspecified) | -9 | -14 | -5.6% | -0.9% | -4% | 4.9% | 1% | i | 0.2% | 2.9%
O=c1oc2cc(O[C@@H]3OC[C@@H](O)[C@H](O)[C@H]3O)ccc2c2ccccc12 | x | x | x | x | -3% | -0.2% | 26% | x | -0.8% | 0.5%
CCn1cc(/C=C(\NC(=O)c2ccccc2)C(=O)NCCCN2CCOCC2)c2ccccc21 | x | x | x | x | -7% | 0.0% | 8% | x | 0.3% | 0.9%
Fc1ccc(NC(=S)N2CCn3cccc3C2c2cccnc2)cc1 (stereo unspecified) | -6 | 7 | 1.3% | -0.7% | -2% | 0.2% | 4% | i | -0.8% | 0.7%
O=C(Nc1cccc(S(=O)(=O)N2CCOCC2)c1)c1c2c(nc3ccccc13)CCC2 | 4 | 17 | -6.2% | 2.9% | 1% | 1.9%[50 µM] | 5% | i | 0.2% | 2.8%
COc1cc(C(=O)OCC(=O)Nc2ccc3c(c2)OC(F)(F)O3)ccc1OCc1c(C)noc1C | 7 | -2 | -1.9% | -0.8% | 0% | 0.2% | -2% | i | 0.4% | -0.5%
COc1cc(NC(=O)c2ccc(COCC(F)(F)F)cc2)cc(OC)c1OC | -15 | 4 | 1.0% | -1.0% | 0% | 3.5% | 5% | i | -0.6% | 2.5%
CCC(=O)N1N=C(c2ccc(C)o2)CC1c1ccc(Br)cc1 (stereo unspecified) | 15 | -5 | -5.1% | 8.3% | -5% | 2.0% | 13% | i | -1.6% | 1.2%
Cc1ccc(C(=O)C2CCN(C(=S)NCC3CCCO3)CC2)cc1 (stereo unspecified) | 0 | -2 | -4.7% | 0.4% | -4% | 0.0% | 0% | i | -1.4% | 8.8%
COc1cccc(-c2nnc(NC(=O)Cc3cccs3)s2)c1 | 2 | -2 | -6.8% | x | -9% | 0.3% | x | i | 1.3% | 0.2%
OC(c1cccs1)(c1cccs1)C1C[N+]2(CF)CCC1CC2 (stereo unspecified) | -17 | -8 | -6.0% | -2.9% | -1% | 0.7% | 1% | i | -0.3% | -0.6%
O=C(NCc1cccs1)C1CC1 | -1 | 3 | -11% | -0.4% | -4% | -0.2% | 9% | i | 0.5% | 0.4%
CCOC(=O)CN1C(=O)SC(Nc2ccc(C)cc2)C1=O (stereo unspecified) | -22 | -13 | -4.7% | -0.6% | -9% | 5.2% | 13% | i | 0.2% | 0.8%
CCC(C(=O)NC1CCCCC1)n1c(SCc2ccccc2F)nc2ccncc21 (stereo unspecified) | -18 | -3 | -0.7% | -2.9% | -1% | 6.0% | 7% | i | -0.6% | 1.1%
CN(c1ccc(C(=O)NCc2cccs2)cc1)S(=O)(=O)c1ccccc1 | -3 | -21 | -1.8% | -0.8% | -7% | 0.0% | 23% | i | -0.8% | 2.6%
O=S(=O)(NCc1ccc2c(c1)OCO2)c1c(F)cc(F)cc1Br | x | x | x | x | -2% | 0.4% | 27% | x | -0.2% | 1.4%
COCCn1c(SCc2cccnc2)nnc1-c1ccco1 | -2 | 11 | -6.5% | -1.5% | -3% | -0.4% | 14% | i | 0.0% | 0.3%
Cc1nc2sc(C(c3ccc(Cl)cc3)N3CCN(CCO)CC3)c(O)n2n1 (stereo unspecified) | 6 | -2 | x | x | -5% | 3.4% | 17% | i | 0.1% | 1.9%

Grouped by structure: the compounds so far containing an aryl methoxy group.
Molecule | WT yeast gro inh | WT yeast gro inh mutant strain | XIAP displacement | ER stress rescue | Dengue-2 NS5 capping | UTI89 phage lysis | SV40 large T antigen | Yfh1-depleted yeast | West Nile virus CPE | RSV antiviral HEp-2
COc1ccc(NC(=O)CSc2n[nH]c(-c3ccco3)n2)cc1 | -2 | 5 | -4.6% | -0.9% | -9% | 0.1% | 16% | i | 0.9% | 2.4%
COc1ccc(OC)c(CC(NC(C)=O)C(=O)NC2CCN(c3c(Cc4ccccc4)c(C)nc4ncnn34)CC2)c1 (stereo unspecified) | -9 | -14 | -5.6% | -0.9% | -4% | 4.9% | 1% | i | 0.2% | 2.9%
COc1cc(C(=O)OCC(=O)Nc2ccc3c(c2)OC(F)(F)O3)ccc1OCc1c(C)noc1C | 7 | -2 | -1.9% | -0.8% | 0% | 0.2% | -2% | i | 0.4% | -0.5%
COc1cc(NC(=O)c2ccc(COCC(F)(F)F)cc2)cc(OC)c1OC | -15 | 4 | 1.0% | -1.0% | 0% | 3.5% | 5% | i | -0.6% | 2.5%
COc1cccc(-c2nnc(NC(=O)Cc3cccs3)s2)c1 | 2 | -2 | -6.8% | x | -9% | 0.3% | x | i | 1.3% | 0.2%

Sorted by molecular weight (lowest first): some entries from above.
Molecule | WT yeast gro inh | WT yeast gro inh mutant strain | XIAP displacement | ER stress rescue | Dengue-2 NS5 capping | UTI89 phage lysis | SV40 large T antigen | Yfh1-depleted yeast | West Nile virus CPE | RSV antiviral HEp-2
COc1cccc(-c2nnc(NC(=O)Cc3cccs3)s2)c1 | 2 | -2 | -6.8% | x | -9% | 0.3% | x | i | 1.3% | 0.2%
Cc1nc2sc(C(c3ccc(Cl)cc3)N3CCN(CCO)CC3)c(O)n2n1 (stereo unspecified) | 6 | -2 | x | x | -5% | 3.4% | 17% | i | 0.1% | 1.9%
CCC(C(=O)NC1CCCCC1)n1c(SCc2ccccc2F)nc2ccncc21 (stereo unspecified) | -18 | -3 | -0.7% | -2.9% | -1% | 6.0% | 7% | i | -0.6% | 1.1%

Bioassay records from PubChem.
